# CHRM5 agonist = agonists of human muscarinic M5 receptor (CHRM5); P08912; CHO-K1 hM5 cells, Fluo-8 calcium fluorescence; 0% DMSO wells, 100% maximal acetylcholine response; 360,000 tested, 0.19% active; activation, % at 3 µM;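 active = activation above the run's mean over test compounds plus 3 SD, cut at about 23% in these data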;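 note: signal is peak over basal fluorescence ratio across the kinetic read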
# CHRM5 antagonist = blocks acetylcholine activation of human M5 receptor; inhibition, % at 3 µM; AID 624040; P08912; 360,000 tested, 0.59% active; CHO-hM5 cells, Fluo-8 calcium fluorescence, ACh EC80;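 active = inhibition above a per-plate cutoff, the mean of that plate's test compounds plus 3 SD, cut at about 27% in these data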;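 note: 0% = acetylcholine EC80 with DMSO and 100% = DMSO without agonist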
# CHRM4 antagonist = blocks acetylcholine activation of human M4 receptor. CHO-hM4 cells, ACh EC80, Fluo-8 calcium fluorescence. 360,000 tested, 0.73% active. P08173. inhibition, % at 3 µM;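 active = inhibition above its plate's cutoff, the mean inhibition of sample wells plus 3 SD, cut at about 27% in these data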;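 note: 0% = acetylcholine EC80 with DMSO and 100% = DMSO without agonist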
# M4 ag = CHRM4 agonism in calcium assay | CHO-K1 hM4/Gqi5, Fluo-8 calcium fluorescence; vehicle 0%, full acetylcholine response 100% | 360,000 tested, 0.14% active | AID 624127 | P08173 | activation, % at 3 µM;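 active = activation above the run mean over all test wells plus 3 SD, cut at about 32% in these data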;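 note: peak over basal fluorescence ratio per well then scaled between controls; 0% = DMSO wells and 100% = acetylcholine at EC100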
# CHRM5 PAM = positive allosteric modulators of human muscarinic M5 receptor. P08912. CHO-K1 hM5, Fluo-8 calcium, ACh EC20 PAM; 0% = ACh EC20, 100% = ACh EC100. activation, % at 3 µM. 360,000 tested, 0.3% active. AID 624038;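 active = activation above the run cutoff, the mean activation of all test compounds plus 3 SD, cut at about 18% in these data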
#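 system = human M5 receptor in CHO-K1 cells | reagent = EC20 acetylcholine as agonist stimulus | compound dosing = single-point, 3 µM nominal | incubation = Fluo-8 loading 80 min at 37 °C plus 30 min room temperature | detection = Fluo-8 calcium dye fluorescence, kinetic read | benchmarks = low control EC20 acetylcholine (0%), high control EC100 acetylcholine (100%)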
# CHRM1 PAM = positive allosteric modulators of human M1 muscarinic receptor. P11229. CHO-K1 hM1, Fluo-8 calcium fluorescence, ACh EC20; 0% = ACh EC20, 100% = maximal ACh. activation, % at 3 µM. 360,000 tested, 0.088% active. AID 588819; in the data active = activation above about 19%, passing the limit was not always enough
# Target sequence (P11229 whole entry, looked up): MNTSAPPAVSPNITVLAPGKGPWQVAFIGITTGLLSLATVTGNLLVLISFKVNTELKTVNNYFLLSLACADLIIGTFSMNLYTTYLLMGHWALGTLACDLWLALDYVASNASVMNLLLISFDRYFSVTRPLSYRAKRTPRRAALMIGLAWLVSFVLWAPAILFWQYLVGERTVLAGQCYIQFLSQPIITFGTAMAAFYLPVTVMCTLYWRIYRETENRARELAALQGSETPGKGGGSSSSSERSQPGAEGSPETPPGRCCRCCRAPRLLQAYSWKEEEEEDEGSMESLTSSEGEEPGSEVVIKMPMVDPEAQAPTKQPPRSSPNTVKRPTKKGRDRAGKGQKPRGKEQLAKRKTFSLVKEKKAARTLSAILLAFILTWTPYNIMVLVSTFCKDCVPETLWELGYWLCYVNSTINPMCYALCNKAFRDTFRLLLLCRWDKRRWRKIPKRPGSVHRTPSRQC
# CRFBP-R2 block = blocks CRF-induced signaling of the CRF-BP/CRF-R2 complex; inhibition, % at 11.8 µM; 350,000 tested, 0.59% active; AID 588475; HEK293 CRF-R2/CRF-BP, CRF-induced calcium fluorescence;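 active = inhibition of the ligand-induced calcium signal above about 50% at the single tested concentration, limit read from the data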
# CRFR2-BP ag = agonists of human CRF-binding protein/CRF-R2 receptor complex | HEK293 CRF-R2/CRF-BP, calcium dye fluorescence (FLIPR); percent of saturating CRF peptide response | activation, % at 13.2 µM | 350,000 tested, 0.46% active | AID 588473;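 active = activation of at least 50%, plus an integration ratio under a set limit after plate pattern correction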;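 note: plate controls were neutral control wells without compound for no effect and CRF at EC100 for full effect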
# CHRM4 PAM = potentiates acetylcholine response at human M4 receptor; CHO-K1 hM4/Gqi5, Fluo-8 calcium fluorescence, ACh EC20; 0% = ACh EC20, 100% = maximal ACh; activation, % at 3 µM; 360,000 tested, 0.4% active; P08173;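 active = activation above its plate's cutoff, the mean activation of sample wells plus 3 SD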; note: some results filed as inactive read as strong as hits
# Active calls of the source: *; . = no result given.
SMILES,CHRM5 agonist,CHRM5 antagonist,CHRM4 antagonist,M4 ag,CHRM5 PAM,CHRM1 PAM,CRFBP-R2 block,CRFR2-BP ag,CHRM4 PAM
CCOCCCNC(=O)C1CCC(CNS(=O)(=O)c2cccc3nsnc23)CC1 (configuration not stated),-2,-5,-3,1,-3,8,-4,-1.3,17
CC(C)CN(C(=O)CSc1nnc(C2CC2)n1-c1ccccc1)C1CCS(=O)(=O)C1 (configuration not stated),4,4,8,0,2,9,-13,0.9,5
O=C1C=C(Nc2cccc3cccnc23)c2ccccc2C1=O,6,-3,3,3,3,5,8,-0.1,5
Cc1nc(C(=O)N2CCOCC2)sc1C1(C)CC(c2ccccc2)=NO1 (configuration not stated),1,14,-3,1,-4,7,4,1.4,-1
CC1=NN(C(=O)c2ccc(Cn3nc(C)c([N+](=O)[O-])c3C)o2)C(O)(C(F)(F)F)C1 (configuration not stated),-1,6,7,2,-5,6,3,-2.4,-3
O=C(CCN1C(=O)S/C(=C\C=C\c2ccccc2)C1=O)Nc1ccc(O)cc1,-1,8,-7,11,-4,-1,-12,-0.7,1
CCN(CC)CCNC(=O)c1ccc(-n2c(C)cc3c2CCCC3=O)cc1,-4,4,0,1,-4,2,-5,-2.0,-10
CC(=O)c1cccc(NC(=O)C2CCCN(S(=O)(=O)c3ccccc3)C2)c1 (configuration not stated),4,0,-1,9,-4,-1,-25,1.5,0
COc1cc(OC)cc(C(=O)N[C@H](C(=O)Nc2nc3ccc(S(C)(=O)=O)cc3s2)C(C)C)c1,1,-7,0,1,0,3,21,-2.2,2
CSc1ccccc1NC(=O)COC(=O)CCC(=O)c1ccc(F)cc1,-2,16,-1,1,1,9,8,-1.0,4
CC1CCC(NC(=O)COc2ccccc2C(N)=O)CC1 (configuration not stated),-3,3,-3,2,8,-1,-7,0.7,3
Nc1nc(N)c2c(n1)CCCC2,2,0,3,1,2,6,6,-0.1,-16
CCN(CC)S(=O)(=O)c1ccc(-n2cnnn2)c(C)c1,0,3,11,2,1,8,-12,-0.4,9
NS(=O)(=O)c1ccc(NC(=S)NCc2ccccc2Cl)cc1,-1,3,1,2,-6,-7,7,-1.9,-7
CCCOc1ccc(-c2nc(N)n[nH]2)cc1,-1,9,4,-1,1,2,29,-2.4,6
O=C(O)CSc1nnc(-c2cccs2)n1-c1ccc(Cl)cc1,-11,1,6,-1,-2,0,-4,-1.3,0
CN(C)CCCn1c(SCc2ccc(Cl)cc2)nnc1-c1ccncc1,-6,-2,2,0,0,-1,5,2.3,-5
Cc1ccc(Cl)cc1NC(=S)N(CCCN1CCOCC1)Cc1ccccn1,2,-7,2,0,3,-3,-14,-1.7,-7
O=c1c2cc(N3CCOCC3)ccc2[nH]c(=S)n1CCN1CCCC1,-1,-1,-2,1,0,2,8,2.5,-1
CCOc1ccc(NS(=O)(=O)c2ccc3[nH]c(=O)[nH]c3c2)cc1,5,-9,9,0,12,11,-8,-0.2,-6
Cn1c(=O)n(CC(=O)N2CCOCC2)c2ccccc21,2,0,1,0,1,5,-7,1.6,5
CC(=O)Nn1c(C)nnc1-n1nc(C)cc1C,-1,1,-3,1,0,13,35,2.0,7
O=S1(=O)CCC(S(=O)(=O)N2CCCCCC2)C1 (configuration not stated),-3,-10,1,1,0,6,-8,0.3,2
Cc1ccc(OCC(=O)NNC(=S)NC(=O)C2CC2)c(C)c1,-4,10,13,3,-2,3,.,.,0
COc1ccc(OC)c2sc(N3CCN(c4ccccc4)CC3)nc12,-6,8,-4,0,-17,6,-14,-1.4,1
O=C(CCC(=O)Nc1ccccc1Cl)N/N=C/c1ccccc1,-1,-11,-1,2,0,5,3,-1.0,-1
COC(=O)c1cc(CN2CCN(c3ccccc3C)CC2)ccc1O,-6,-2,9,-2,-5,-10,12,-0.1,-10
COc1cccc(CN2CCNC(=O)C2CC(=O)NCCOc2cccnc2)c1OC (configuration not stated),2,-2,-6,1,-1,3,10,0.7,-1

# Some of the entries so far, with values under each structure.
# Values run as follows: CHRM5 agonist	CHRM5 antagonist	CHRM4 antagonist	M4 ag	CHRM5 PAM	CHRM1 PAM	CRFBP-R2 block	CRFR2-BP ag	CHRM4 PAM
- O=C1C=C(Nc2cccc3cccnc23)c2ccccc2C1=O
→ 6	-3	3	3	3	5	8	-0.1	5
- Cc1nc(C(=O)N2CCOCC2)sc1C1(C)CC(c2ccccc2)=NO1 (configuration not stated)
→ 1	14	-3	1	-4	7	4	1.4	-1
- CC1=NN(C(=O)c2ccc(Cn3nc(C)c([N+](=O)[O-])c3C)o2)C(O)(C(F)(F)F)C1 (configuration not stated)
→ -1	6	7	2	-5	6	3	-2.4	-3
- O=C(CCN1C(=O)S/C(=C\C=C\c2ccccc2)C1=O)Nc1ccc(O)cc1
→ -1	8	-7	11	-4	-1	-12	-0.7	1
- CCN(CC)CCNC(=O)c1ccc(-n2c(C)cc3c2CCCC3=O)cc1
→ -4	4	0	1	-4	2	-5	-2.0	-10
- CC(=O)c1cccc(NC(=O)C2CCCN(S(=O)(=O)c3ccccc3)C2)c1 (configuration not stated)
→ 4	0	-1	9	-4	-1	-25	1.5	0
- COc1cc(OC)cc(C(=O)N[C@H](C(=O)Nc2nc3ccc(S(C)(=O)=O)cc3s2)C(C)C)c1
→ 1	-7	0	1	0	3	21	-2.2	2
- CSc1ccccc1NC(=O)COC(=O)CCC(=O)c1ccc(F)cc1
→ -2	16	-1	1	1	9	8	-1.0	4
- CC1CCC(NC(=O)COc2ccccc2C(N)=O)CC1 (configuration not stated)
→ -3	3	-3	2	8	-1	-7	0.7	3
- Nc1nc(N)c2c(n1)CCCC2
→ 2	0	3	1	2	6	6	-0.1	-16
- CCN(CC)S(=O)(=O)c1ccc(-n2cnnn2)c(C)c1
→ 0	3	11	2	1	8	-12	-0.4	9
- NS(=O)(=O)c1ccc(NC(=S)NCc2ccccc2Cl)cc1
→ -1	3	1	2	-6	-7	7	-1.9	-7
- CCCOc1ccc(-c2nc(N)n[nH]2)cc1
→ -1	9	4	-1	1	2	29	-2.4	6
- O=C(O)CSc1nnc(-c2cccs2)n1-c1ccc(Cl)cc1
→ -11	1	6	-1	-2	0	-4	-1.3	0
- CN(C)CCCn1c(SCc2ccc(Cl)cc2)nnc1-c1ccncc1
→ -6	-2	2	0	0	-1	5	2.3	-5
